GLP-1R inv ag: qHTS of GLP-1 Receptor Inverse Agonists (Inhibition Mode); HEK293 GLP-1R CRE-luciferase, luminescence, 24 h; GLP-1R form is constitutively active; Potency, µM (titrated, usually from 38.3 µM), for inactives: top-dose activity change, negative = inhibition, hits mostly inhibitors; 1.6% of 410,000 active; AID 624417, 2012; further: on the % scale 0 is the no-effect control and ±100 the full control effect; nearly all actives have a fitted effect of over 55% in size
Target sequence (P43220 whole entry, looked up): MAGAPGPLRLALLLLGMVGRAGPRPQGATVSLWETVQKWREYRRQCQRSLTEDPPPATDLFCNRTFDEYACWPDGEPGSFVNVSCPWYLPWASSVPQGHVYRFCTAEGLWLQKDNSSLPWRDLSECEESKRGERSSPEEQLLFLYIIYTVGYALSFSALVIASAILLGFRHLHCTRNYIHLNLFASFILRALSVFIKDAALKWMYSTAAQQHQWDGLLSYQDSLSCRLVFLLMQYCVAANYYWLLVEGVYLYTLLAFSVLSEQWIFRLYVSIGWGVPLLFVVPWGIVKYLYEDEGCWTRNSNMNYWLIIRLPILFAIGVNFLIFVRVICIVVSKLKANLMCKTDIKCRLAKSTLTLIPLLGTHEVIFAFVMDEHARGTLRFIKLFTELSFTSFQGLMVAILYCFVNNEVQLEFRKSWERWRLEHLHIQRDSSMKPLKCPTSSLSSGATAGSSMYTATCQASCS
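Inverse agonists were sought by their lowering of basal cAMP reporter luciferase output in HEK293 cells stably carrying constitutively active human GLP-1R, after 24 h compound treatment.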
HEK293 tox: qHTS of GLP-1 Receptor Inverse Agonists: Cytotox Screen; AID 624418, 2012; HEK293 cAMP-luciferase reporter cells, luminescence, 24 h; 0.13% of 410,000 active; Potency, µM (doses to about 38.3 µM), for the others: at the highest dose activity change, negative = inhibition, actives largely listed as inhibitors;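 further: loss of luciferase light is scored as toxicity; on the % scale 0 is the no-effect control and ±100 the full control effect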
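1536-well qHTS counterscreen of the MLSMR; 200 cells/uL, 12 h pre-incubation, 23 nL cpd, 24 h at 37 deg C 5% CO2, luciferase detection reagent, 12 min RT, luminescence. Inhibition = undesired.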
PTHR1 agonist: qHTS for PTHR1 Agonists: Primary Screen; HEK293 GP2 PTHR1 cells, GloSensor cAMP luminescence, 1 h; Potency, µM (top dose mostly 115 µM), for the others: at the top dose activation, most hits filed as activators; 0.075% of 410,000 active; further: nearly all actives have a fitted effect of over 55% in size; some results filed as inactive show a strong effect at the top dose; inactives centre near -15; many of its hits are not listed in these tables
Target sequence (Q03431 whole entry, looked up): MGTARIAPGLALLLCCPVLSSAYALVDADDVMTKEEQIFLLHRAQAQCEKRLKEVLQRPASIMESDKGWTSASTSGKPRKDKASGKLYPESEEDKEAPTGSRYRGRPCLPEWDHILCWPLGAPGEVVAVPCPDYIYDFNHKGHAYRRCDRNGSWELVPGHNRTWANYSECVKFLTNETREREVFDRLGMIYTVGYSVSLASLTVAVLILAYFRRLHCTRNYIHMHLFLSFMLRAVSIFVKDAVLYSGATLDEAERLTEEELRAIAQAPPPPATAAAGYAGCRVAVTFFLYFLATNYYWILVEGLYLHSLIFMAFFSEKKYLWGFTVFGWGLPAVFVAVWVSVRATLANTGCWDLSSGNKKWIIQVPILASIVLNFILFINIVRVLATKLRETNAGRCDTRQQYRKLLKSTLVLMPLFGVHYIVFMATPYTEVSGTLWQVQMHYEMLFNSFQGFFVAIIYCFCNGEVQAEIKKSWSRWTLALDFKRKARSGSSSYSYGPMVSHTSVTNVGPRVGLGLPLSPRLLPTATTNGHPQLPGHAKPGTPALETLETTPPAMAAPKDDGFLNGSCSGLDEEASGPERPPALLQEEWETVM
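HEK-293-derived GP2 cells expressing PTHR1 and a GloSensor cAMP reporter, 3,000/well, plated overnight, given luciferin plus IBMX (each 0.5 mM as added) for 1 h at 37 °C, then compound for 1 h at 37 °C. Luminescence was read after 15 min at room temperature.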
* = called active by the depositor; i = inactive; ? = inconclusive; [ ] = remark or other dose. The call rests on the fitted dose curve; in most records, active means well fitted curve in the direction sought with a large enough effect; inconclusive means small, poorly fitted or top-dose-only effect, or another doubt; inactive means no such curve, though single readings can be large; an effect the other way counts as inactive or inconclusive. Potency means the concentration at half of the fitted maximal effect. Only part of the results is shown (hit frequency here may not be typical).

Fields – GLP-1R inv ag, HEK293 tox, PTHR1 agonist
1) COc1cc(NC(=O)c2cn(C3CCCC3)c(=O)c3c2c2ccccc2n3C)cc(OC)c1OC
 : 10%, 5%, i
2) CCOC(=O)c1c(C)oc2nc(C)nc(NCCc3ccc(OCC)c(OCC)c3)c12
 : 25%, 18%, -16%
3) COc1ccc(N(C)C(=O)CCn2cnc3onc(-c4ccc(F)cc4)c3c2=O)c(OC)c1
 : ?, -1%, -7%
4) NS(=O)(=O)c1ccc(CCNC(=O)CCCCCn2c(=O)[nH]c3ccccc3c2=O)cc1
 : 3%, 6%, i
5) Cc1ccc(CCNC(=O)C(C)n2nc(C)c3c(C)n(-c4ccc(C)cc4)nc3c2=O)cc1 (centres undefined)
 : ?, 0%, -46%[inhibitor]
6) CCn1nc(-c2ccccc2)c(-c2ccccc2)c(C(=O)Nc2ccc(NC(C)=O)cc2)c1=O
 : -1%, 1%, i
7) Cc1ccc(C(=O)NCc2ccc(N(C)C)cc2)cc1NC(=O)c1nsc2ccccc12
 : -27%, 1%, 17%
8) CC(C)Oc1ccc(C(=O)N(Cc2ccco2)Cc2cccs2)cc1
 : ?, -9%, i
9) Cc1cccn2c(=O)c(/C=C(\C#N)c3nc4ccccc4s3)c(Oc3ccc(Br)cc3)nc12
 : 5%, 42%[activator], -4%
10) Cc1c(-c2nsc(NC(=O)c3cccs3)n2)nnn1-c1ccc(Cl)cc1
 : -7%, -19%, -9%
11) CCN(CC)CCCNC(=O)c1ccc(Cn2c(SCc3ccccc3)nc3cccnc32)cc1
 : ?, 9%, i
12) CCOc1ccc(NC(=O)c2ccc3c(c2)CCN3S(=O)(=O)c2ccc(Cl)cc2)cc1
 : -1%, 3%, -15%
13) COc1ccc(N2CC(NC(=O)COc3ccc(F)cc3)CC2=O)cc1OC (centres undefined)
 : 6%, 1%, 1%
14) COc1ccc(-c2oc3ncn4nc(-c5ccccc5O)nc4c3c2-c2ccc(OC)cc2)cc1
 : 9%, -2%, i
15) Cc1nc2ccccc2n1CCc1nc2c3ccccc3nc(SCC(=O)Nc3ccc(C(C)C)cc3)n2n1
 : 6%, 2%, i
16) CNC(=O)c1c(NC(=O)c2ccc(S(=O)(=O)N3CCCCC3)cc2)sc2c1CCC2
 : -3%, -7%, -41%[inhibitor]
17) COc1ccc(-n2c(=O)c3c4c(sc3n(Cc3ccc(F)cc3)c2=O)CN(C(C)=O)CC4)c(OC)c1
 : 9%, -7%, -25%
18) CCOc1ccc2nc(N3CCCC(C(=O)NCc4ccccc4OC)C3)sc2c1 (centres undefined)
 : 6%, -8%, -77%[inhibitor]
19) CCOc1ccc(NC(=O)CSc2nc3ccsc3c(=O)n2C(C)CC)cc1 (centres undefined)
 : 10%, 8%, -17%
20) Cc1cc(C)c(S(=O)(=O)NCCc2sc3nc(-c4ccc(F)cc4)nn3c2C)c(C)c1
 : ?, -9%, -40%[inhibitor]
21) CCCC(=O)NCc1nc2cccnc2n1Cc1ccc(F)cc1
 : -1%, -5%, 17%
22) CCC(C)n1c(SCC(=O)Nc2ccccc2C(=O)OC)nc2ccsc2c1=O (centres undefined)
 : ?, 7%, i
23) CCOC(=O)C1CCN(C(c2ccccc2OC)c2c(O)cc(C)n(CCOC)c2=O)CC1 (centres undefined)
 : 16%, 4%, -6%
24) CCC(Oc1ccccc1)C(=O)Nc1cc(-c2cccc(C)c2)nn1-c1ccccc1 (centres undefined)
 : ?, 18%, -68%[inhibitor]
25) Cc1c(Cl)cccc1NC(=O)c1ccc2c(c1)CCN2S(=O)(=O)c1ccccc1
 : 2%, -1%, 0%
26) Cn1nnc2c(N3CCN(c4ccccc4F)CC3)ncnc21
 : 10%, 4%, i
27) CC1Cn2c(C(=O)NCc3ccccc3Cl)cc3cccc(c32)S1 (centres undefined)
 : 11µM*, -7%, i
28) Cn1cc(S(=O)(=O)c2cccc(Cl)c2)c(=O)c2cc(F)c(N3CCCCCC3)cc21
 : 4%, -5%, -5%
29) CCC(C)NC(=O)c1sc2nc(C)c(C(=O)Nc3ccc(C)cc3C)c(-c3ccccc3Cl)c2c1N (centres undefined)
 : ?, 72%[activator], -1%
30) Cc1ccc(C2CC(=O)N(Cc3ccccc3F)c3c2c(C)nn3-c2nc(C)cc(C)n2)cc1 (centres undefined)
 : -6%, 4%, -5%
31) CCCCN1C(=O)C(O)(c2c(C)[nH]c3ccccc23)c2cc(Br)ccc21 (centres undefined)
 : ?, -18%, -25%
32) COc1ccccc1C(=O)NCC(c1ccc(N(C)C)cc1)N1CCc2ccccc21 (centres undefined)
 : -15%, -7%, -1%
33) CCNC(=O)c1ccc(CSc2nc3ccncc3n2Cc2ccc(F)cc2)cc1
 : -7%, 1%, -52%[inhibitor]
34) CCCCSCCCNC(=O)C1CCC(CNS(=O)(=O)c2c(C)cc(C)cc2C)CC1 (centres undefined)
 : -9%, 2%, i
35) Cc1ccc(Cl)cc1N1CCN(C(=O)CCn2c(=O)c3cccn3c3cccnc32)CC1
 : 3%, -10%, -44%[inhibitor]
36) CCOc1cc(C(=O)Nc2ccc3nc(N4CCN(C)CC4)cc(C)c3c2)cc(OCC)c1OCC
 : ?, ?, 20%
37) CC(=O)c1c(C)n(-c2ccc(Cl)cc2)c2ccc(OC(=O)COc3ccccc3)cc12
 : 4%, 1%, 19%
38) CCn1cc(C(=O)N(C)Cc2ccccc2)c(=O)c2cc(S(=O)(=O)N3CCCCC3)ccc21
 : 0%, -8%, i
39) O=C(CCSCc1ccccc1Cl)NCCc1ccccc1
 : ?, 0%, i
40) CCOc1ccccc1N1CC(c2nc3ccccc3n2CCCCOc2ccccc2)CC1=O (centres undefined)
 : 1%, 1%, i
41) CCCCN1C(=O)C(O)(CC(=O)c2ccc(C(C)(C)C)cc2)c2ccccc21 (centres undefined)
 : ?, -3%, -16%
42) Cc1ccc(C(=O)c2cn(Cc3ccccc3)c3ccccc3c2=O)cc1
 : -32%, -5%, 0%
43) Cc1nc(N2CCOCC2)c2c(C(=O)N3CCN(c4cc(Cl)ccc4C)CC3)c(C)oc2n1
 : -9%, 4%, i
44) CCc1ccc(-n2c(=O)c3c(C)c(C(=O)N(C)C)sc3n(Cc3ccccc3C#N)c2=O)cc1
 : 7%, 0%, i
45) COc1ccc(N2CCN(S(=O)(=O)CCNC(=O)c3ccc(OC(C)C)cc3)CC2)cc1
 : 1%, 6%, i
46) COc1ccc(C)cc1S(=O)(=O)NCC(c1ccc(N(C)C)cc1)N1CCc2ccccc21 (centres undefined)
 : -8%, 9%, -16%
47) Cc1ccc(NC(=O)Cc2ccc(NC(=O)N3CCCCc4ccccc43)cc2)cc1Cl
 : ?, -8%, -18%
48) Cc1cccc(-c2nc(SCC(=O)NCC3CCCO3)c3c(=O)n(C)c(=O)n(C)c3n2)c1 (centres undefined)
 : 0%, -5%, 3%
49) Cc1ccc(-c2nnc3c4ccccc4c(C)nn23)cc1NC(=O)c1cccc(Br)c1
 : 14%, 5%, i
50) COC(=O)c1ccc(NC(=O)C2CCN(c3ncnc4c3nc3n4CCCCC3)CC2)cc1
 : -23%, -3%, -49%[inhibitor]
51) CCOc1ccc(CCNC(=O)c2cccc(-n3c(C)nc4cccnc43)c2C)cc1
 : -1%, -9%, -16%
52) CCOc1ccccc1C(=O)NC1(C(F)(F)F)C(=O)Nc2c1c(=O)[nH]c(=O)n2-c1ccccc1 (centres undefined)
 : -2%, -2%, -21%
53) COc1ccc(CCNC(=O)c2ccc(Nc3nc4ccccc4n4nnnc34)cc2)cc1OC
 : -17%, -23%, -11%
54) Cc1cc(C)c(Cn2c(CCNC(=O)c3ccco3)nc3ccccc32)c(C)c1
 : ?, 0%, -12%
55) O=[N+]([O-])c1ccc(C(c2sc3nc(-c4ccco4)nn3c2O)N2CCC3(CC2)OCCO3)cc1 (centres undefined)
 : 16%, -1%, i
56) COC(=O)c1ccc(NC(=O)CN2CCCN(Cc3ccc(Cl)cc3)S2(=O)=O)cc1
 : ?, 9%, -14%
57) COc1ccccc1CNc1ncnc2c1nnn2C
 : 14%, 6%, i
58) Cc1coc2cc3oc(=O)c(CC(=O)NCc4ccccc4)c(C)c3cc12
 : -29%, -2%, i
59) COc1cccc(-c2n[nH]c3c2C(c2ccccn2)N(C)C3=O)c1 (centres undefined)
 : 4%, -3%, -10%
60) COCCCNC(=O)C1CCN(C(=O)c2ccc(-n3ccc4ccccc43)s2)CC1
 : 18%, -8%, -28%

Entries of single compounds from above.
`COc1ccccc1CNc1ncnc2c1nnn2C` as listed: GLP-1R inv ag = 14%; HEK293 tox = 6%; PTHR1 agonist = i
`O=[N+]([O-])c1ccc(C(c2sc3nc(-c4ccco4)nn3c2O)N2CCC3(CC2)OCCO3)cc1` (centres undefined) as listed: GLP-1R inv ag = 16%; HEK293 tox = -1%; PTHR1 agonist = i
`Cc1cccc(-c2nc(SCC(=O)NCC3CCCO3)c3c(=O)n(C)c(=O)n(C)c3n2)c1` (centres undefined) as listed: GLP-1R inv ag = 0%; HEK293 tox = -5%; PTHR1 agonist = 3%

Following part.
Fields – GLP-1R inv ag, HEK293 tox, PTHR1 agonist
61) Cn1cc(C(=O)N2CCN(c3cccc(C(F)(F)F)c3)CC2)c2c3ccccc3n(C)c2c1=O
 : ?, ?, -28%
62) CCCC(=O)N1c2ccccc2-c2nnc(SC)nc2OC1c1sccc1C (centres undefined)
 : -4%, -11%, -15%
63) Cc1ccc(S(=O)(=O)N2CCN(C(=O)c3cc(-c4ccc(Br)cc4)n[nH]3)CC2)c(C)c1
 : 3%, 3%, -24%
64) COc1ccc(-n2nc3ccc(NC(=O)c4c(OC)cccc4OC)cc3n2)cc1
 : 1%, 2%, -26%
65) O=C(CSc1nnc(-c2ccc3c(c2)OCO3)o1)Oc1ccccc1
 : 2%, 0%, i
66) Cc1ccc(C(=O)Nc2ccc3nc(N4CCCCC4)cc(C)c3c2)cc1F
 : ?, -7%, -21%
67) Cc1ccc2c(c1)CC(C)N2S(=O)(=O)c1nnc(NC(=O)C(C)C)s1 (centres undefined)
 : ?, 2%, i
68) CC(=O)c1ccc(NC(=O)c2sc(-n3nc(C)c(Cc4ccc5c(c4)OCO5)c3C)nc2C)cc1
 : 11%, 7%, i
69) COc1cc(Cl)c(C)cc1NC(=O)C1CCCN(c2ncnc3onc(-c4ccc(F)cc4)c23)C1 (centres undefined)
 : ?, -2%, -37%[inhibitor]
70) O=C(Nc1ccc(C(F)(F)F)cc1)c1cc(S(=O)(=O)NC2CCCCCC2)ccc1F
 : ?, ?, -36%[inhibitor]
71) CCOC(=O)N1CCN(CCC(=O)Nc2cccc(F)c2)CC1
 : -2%, -11%, i
72) CCOc1ccc(NC(=O)c2cc(S(=O)(=O)N3CCOCC3)ccc2F)cc1
 : -18%, -5%, -15%
73) CC(C)C(=O)Nc1ccc2nc(SCC(=O)N3CCCC3)sc2c1
 : 13%, -5%, i
74) COc1ccc(/C=C(/C#N)c2nc(-c3ccc(Br)cc3)cs2)cc1
 : -14%, 33%[activator], i
75) CCC(=O)Nc1ccccc1-c1nc2ccccc2n(C(C)C(=O)Nc2ccc(OC)cc2)c1=O (centres undefined)
 : 17%, 1%, -2%
76) CCOC(=O)CSc1nc2cc3c(cc2c(=O)n1CCCC(=O)NCCc1ccc(OC)c(OC)c1)OCO3
 : 11%, 1%, i
77) COc1ccc(-c2nnc(SCC(=O)Oc3cccc(C)c3C)o2)cc1
 : 5%, 2%, -3%
78) Cc1nn(C)c2c1c(C(F)(F)F)cc(=O)n2Cc1ccc(Br)cc1F
 : 15%, -5%, -10%
79) CCOC(=O)N1CCc2c(sc3c2c(=O)n(-c2ccc(Cl)cc2)c(=O)n3CC(C)C)C1
 : 7%, 7%, i
80) CCOc1ccc(-c2nnc(SCC(=O)Nc3ccccc3C(F)(F)F)o2)cc1
 : 4%, 5%, i
81) Cc1cccc(Oc2nc3c(c(=O)n(C)c(=O)n3C)n2C)c1C
 : 6%, -6%, i
82) Cc1ccc(NC(c2ccc(Cl)cc2)c2nnc(-c3cccc(F)c3)o2)cc1C (centres undefined)
 : 7%, -2%, -39%[inhibitor]
83) CCc1ccc(NC(=O)CSc2nc(=O)n(Cc3cccnc3)c3c2CCC3)cc1
 : 1%, -3%, -4%
84) COCCNC(=O)CSc1nc(-c2ccccc2)[nH]c1-c1ccc(OC)cc1
 : 9%, 10%, i
85) CCOc1ccccc1NC(=O)CN(CCc1ccccc1)S(=O)(=O)c1ccc(C)cc1
 : 10µM*, 0%, i
86) Cc1ccc(S(=O)(=O)N(Cc2nc(-c3cccc(C)c3)no2)C2CCCCC2)cc1
 : 10µM*, 38%[activator], i
87) Cc1ccc(C(=O)N(Cc2ccco2)Cc2sccc2C)cc1
 : ?, -4%, i

Individual results from above:
Cc1cccc(Oc2nc3c(c(=O)n(C)c(=O)n3C)n2C)c1C in GLP-1R inv ag → 6%
CCc1ccc(NC(=O)CSc2nc(=O)n(Cc3cccnc3)c3c2CCC3)cc1 in HEK293 tox → -3%

Screening results as filed in PubChem.
